Source: PubChem (several laboratories)
LYP inhibition: PTPN22 lymphoid phosphatase activity blockers – biochemical, fluorescence intensity, uHTS (AID 1779); recombinant LYP phosphatase, fluorescence intensity; higher % means a stronger effect; one-dose inhibition, % at 11.5 µM; IC50 in µM for titrated hits; hit rate 0.054% among 290,000;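 note: plate controls were vehicle with enzyme for no effect and no enzyme for full effect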
Hep lipid drop: hepatic lipid droplet formation modulation; AML12 mouse hepatocytes, oleate lipid droplets, BODIPY imaging; inhibition, % at 6.5 µM; hit rate 0.4% among 240,000;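 active = lipid droplet intensity inhibited by at least 50%, with more than 500 cells counted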
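Assay system: AML12 hepatocytes (mouse) / Also added: 100 µM oleic acid challenge / Times: overnight treatment with compound plus oleate / Detection: high-content imaging of BODIPY-stained droplets and DAPI nuclei / Evaluation: % inhibition of lipid droplet signal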
CSM14.1 death rescue: protection against thapsigargin-triggered cell killing – 384-well, CSM14.1, ATP luminescence, primary screen (AID 1222); 190,000 tested, under 10 active; CSM14.1 thapsigargin-induced death rescue, ATP luminescence; higher % means a stronger effect; one-dose cellular ATP content (survival), % at 20 µM; EC50 in µM for titrated hits;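 active = EC50 below 50 µM in the dose-response confirmation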;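 note: death triggered by thapsigargin at about 15 µM added after 2 h compound pretreatment; cell ATP read after overnight thapsigargin exposure of roughly 18 to 22 hours; normalized against plate controls of thapsigargin alone and 5% DMSO vehicle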
AID2073: disruptors of CaV2.2 binding to Mint1 – biochemical, HTRF (AID 2073); one-dose inhibition, % at 20 µM; IC50 in µM for titrated hits; HTRF protein-protein interaction, Mint1-CaV2.2; higher % means a stronger effect; hit rate 0.19% among 290,000; in the data active = inhibition mostly above about 51%, no sharp cut-off; note: some results filed as inactive read as strong as hits
Siah-1 displacement: blockers of Siah-1 interaction with plectin peptide – biochemical, fluorescence polarization, rhodamine-plectin, uHTS, primary screen (AID 1817). Siah-1 / rhodamine-plectin peptide fluorescence polarization; higher % means a stronger effect. one-dose displacement, % at 20 µM; IC50 in µM for titrated hits. hit rate 0.02% among 290,000;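 active = displacement of at least 50% at 20 µM, with a fluorescence ratio check between 0.3 and a set limit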;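 note: plate controls were Siah plus tracer with DMSO for no effect and tracer alone without Siah for full effect; strong numbers were not always called active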
P. falciparum M17LAP: P. falciparum M17LAP inhibitors, primary screen, biochemical, fluorogenic H-Leu-NHMec substrate, 1536-well (AID 1619) | hit rate 0.38% among 220,000 | recombinant M17LAP, H-Leu-NHMec fluorogenic kinetic assay; higher % means a stronger effect | one-dose inhibition, % at 30 µM; IC50 in µM for titrated hits;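 active = compound inhibiting the enzyme by more than half at any dose during confirmatory dose-response retesting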;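 note: plate controls were full reaction with DMSO carrier for no effect and no enzyme background for full effect; strong numbers were not always called active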
HEK293 NOD2/NF-kB: inhibition of NOD2-driven NF-kB reporter – cell-based, luminescence, uHTS, HEK293 (AID 1566); HEK293 NOD2/NF-kB luciferase reporter, luminescence; higher % means a stronger effect; inhibition, % at 4 µM; hits with a dose series show EC50 in µM; hit rate 0.63% among 290,000; note: many of its hits are not listed in these tables
P. falciparum M1AAP: P. falciparum M1AAP inhibitors, biochemical, fluorogenic H-Leu-NHMec substrate, 1536-well (AID 1445); recombinant M1AAP, H-Leu-NHMec fluorogenic kinetic assay; higher % means a stronger effect; inhibition, % at 30 µM, or IC50 in µM where a hit was titrated; hit rate 0.42% among 220,000;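 active = primary inhibition above the hit cutoff, then over 50% inhibition at one or more dose response concentrations, cut at about 23% in these data, passing the limit was not always enough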;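 note: plate controls were DMSO full reaction for no effect and no enzyme background for full effect; strong numbers were not always called active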
XIAP antagonists: XIAP antagonists, biochemical, IAP family, fluorescence polarization (AID 1018). hit rate 0.007% among 200,000. displacement, % at 20 µM; hits with a dose series show IC50 in µM. XIAP BIR domain, fluorescence polarization peptide displacement; higher % means a stronger effect; in the data active = displacement above about 50%; note: a part of the inactive calls stands beside numbers as strong as those of hits
Hep lipid drop cells 6.5 µM: recorded beside Hep lipid drop, whose call it bears; cell count; measured here: cell count, cytotoxicity flag;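 cells counted across two imaged fields per well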
Numbers without * were called inactive; . = no result given. Cut-off read from the data, not from the text of the source, unless noted: active = inhibition above about 50%; inactive = the rest.

Value order – LYP inhibition, Hep lipid drop, Hep lipid drop cells 6.5 µM, CSM14.1 death rescue, AID2073, Siah-1 displacement, P. falciparum M17LAP, HEK293 NOD2/NF-kB, P. falciparum M1AAP, XIAP antagonists
1	CC(NC(=O)CCN1N=C(c2ccccc2)CCC1=O)c1ccc2c(c1)OCCO2 (stereo not drawn)
    4%, -18, 689, -0.5%, 2%, 2%, -2%, 8%, -5%, -4.5%
2	COC(=O)c1sc(NC(=O)/C=C/c2ccc(C)cc2)nc1C
    -4%, 19, 598, 7.1%, 2%, 0%, 8%, 1%, 7%, -1.3%
3	O=C(O)c1ccc(-n2cccc2)cc1O
    -10%, -4, 782, 0.7%, 6%, -1%, -5%, 18%, -4%, -3.5%
4	Cc1ccccc1CSc1nnc(Cn2c(=O)sc3ccccc32)n1C
    5%, -26, 677, -1.4%, 5%, 16%, 2%, 12%, 8%, -9.1%
5	Cc1ccc(OCC(=O)Nc2cc(S(=O)(=O)N3CCOCC3)ccc2Cl)c([N+](=O)[O-])n1
    -3%, -20, 641, ., 8%, 3%, 6%, 15%, 0%, .
6	CC(C)Sc1nc2ccccc2n2cnnc12
    -2%, 7, 796, ., 6%, 5%, ., 8%, ., .
7	Nc1nc2ccccc2nc1N
    2%, -13, 559, -2.5%, 11%, -2%, -28%, -5%, 7%, -8.8%
8	CCOC(=O)c1cc2c(ccn2C)n1CC(=O)N(Cc1ccccc1)c1ccccc1
    -3%, -8, 663, -2.0%, 20%, 0%, 5%, 4%, 15%, -3.3%
9	O=Cc1c(-c2ccccc2)cc2oc3ccccc3cc1-2
    -8%, ., ., ., 3%, 2%, ., -143%, ., .
10	CC(C)(C#N)c1cc(Cn2cncn2)cc(C(C)(C)C#N)c1
    -2%, 8, 733, -0.7%, 5%, 3%, -2%, -3%, -5%, -7.8%
11	Cc1ccccc1-n1c(SCC(=O)Nc2ccccc2)nc2nc3c(cc2c1=O)CCCC3
    2%, 0, 671, 2.7%, 31%, 3%, -3%, 33%, 3%, -6.3%
12	CC(C)(C)OC(=O)N1CCC(CNC(=O)c2ccc(F)cc2F)CC1
    -7%, -6, 695, ., 34%, 0%, -6%, 12%, -1%, .
13	[O-]/C(=C(\C(=S)Nc1ccccc1F)[n+]1ccccc1)c1ccc(-c2ccccc2)cc1
    2%, 7, 700, -0.6%, 51%, -2%, -1%, -13%, 2%, -12%
14	COC(=O)c1ccc(C(NC(=O)OCc2ccccc2)/C(C)=C/[C@@H](C)C(=O)NCc2ccc(OC)c(OC)c2)cc1 (stereo partly drawn)
    -3%, -36, 749, 8.9%, 5%, 20%, 14%, 18%, 4%, -3.8%
15	Cn1c(=O)c(=O)n(C)c2cc(S(=O)(=O)N3CCN(c4ccccc4F)CC3)ccc21
    -1%, -1, 779, -3.1%, 2%, -7%, -11%, -2%, 1%, -4.0%
16	CCOc1cc(C(C#N)N2CCCCC2)ccc1OC (stereo not drawn)
    3%, ., ., 3.2%, 17%, 0%, 2%, 7%, -2%, -5.7%
17	Clc1ccc(CSc2nnc(NC3=NCCCCC3)s2)cc1
    -2%, 6, 767, -0.8%, -1%, -4%, -1%, 25%, 7%, -1.2%
18	CN(Cc1ccccc1)C(=O)c1[nH]cnc1C(=O)NCC(=O)OC(C)(C)C
    -3%, -8, 709, ., -1%, -4%, ., 5%, ., .
19	Cc1csc(NC(=O)CSc2nnc(CCNC(=O)c3ccc(Cl)c(Cl)c3)n2C)n1
    -14%, -7, 809, 0.0%, 14%, -2%, -5%, 20%, 0%, -6.5%
20	O=c1oc2ccccc2c(CNc2ccccc2)c1[N+](=O)[O-]
    1%, ., ., ., -4%, 3%, ., 18%, ., .
21	Cc1ccc(S(=O)(=O)N2CCN(c3ccc([N+](=O)[O-])c(Sc4nncn4C)c3)CC2)cc1
    0%, 14, 685, 0.4%, 26%, 6%, -19%, 33%, 7%, -2.4%
22	COc1ccc(OC)c(N(CC(=O)Nc2ccccc2)S(=O)(=O)c2ccccc2)c1
    -1%, -12, 788, ., 10%, 14%, ., -19%, ., .
23	Cc1cc(-c2nnc(SCC(=O)Nc3cccc(Cl)c3)n2N)n[nH]1
    -12%, 0, 696, ., 7%, 2%, ., 18%, ., .
24	Cc1nn(-c2ccc(Cl)cc2)c(=O)c2c(C)noc12
    -6%, 25, 745, ., 6%, 11%, -5%, 11%, 7%, .
25	CCCc1nc2c(sc3nc4c(cc32)COC(C)(C)C4)c(=O)o1
    -4%, 6, 692, -0.3%, 10%, 6%, -3%, 20%, 4%, -3.1%
26	CC(=O)N1c2c(cc(Br)cc2S(=O)(=O)N2CCCCC2)CC1C (stereo not drawn)
    0%, -1, 779, ., 5%, -2%, ., 0%, ., .
27	CCC(=O)Nc1c(S(=O)(=O)c2ccccc2)c2nc3ccccc3nc2n1C(C)c1ccccc1 (stereo not drawn)
    3%, 16, 754, 0.4%, 16%, -3%, 2%, 15%, 7%, -2.7%
28	Cc1ncoc1C(=O)NCc1ccccc1Cl
    -6%, ., ., -1.4%, 4%, 3%, 11%, 7%, -4%, -0.7%
29	CCOC(=O)C1CCN(C(=O)C(=O)Nc2ccc3nc4n(c(=O)c3c2)CCCCC4)CC1
    -12%, 8, 770, ., -3%, -3%, ., 8%, ., .
30	Cc1ccccc1CN1N=C(/C=C/c2ccccc2)CCC1=O
    9%, 0, 680, 0.1%, 14%, -2%, 6%, 18%, 12%, -13%
31	COc1ccc(-c2cc(=Nc3ccc(C(=O)O)cc3)c3cc(C)ccc3o2)cc1
    -33%, -20, 629, -0.5%, 4%, 10%, -5%, -129%, 2%, -2.6%
32	O=C(c1ccccc1-c1nc2ccccc2[nH]1)N1CCCCC1
    -2%, ., ., 6.0%, 2%, 0%, 9%, 3%, 0%, 1.1%
33	CCOc1ccc(NCc2cc3cc(OC)ccc3[nH]c2=O)cc1
    -9%, -63, 719, ., 41%, -1%, -22%, 0%, 11%, .
34	C[C@@H](O)c1nc2ccccc2n1N
    -3%, 12, 610, 3.7%, 0%, 4%, -12%, -1%, 3%, -7.2%
35	O=C(O)C1C2C=CC(C2)C1C(=O)NCCc1ccccc1 (stereo not drawn)
    -9%, -9, 725, -1.2%, -2%, 3%, 15%, 9%, 1%, -6.3%
36	O=C(NCCCCCCNC(=O)c1cncc(O)c1)c1cncc(O)c1
    -10%, -26, 619, ., 7%, 1%, -3%, -10%, 3%, .
37	Cc1ccc(OCC(=O)N(Cc2ccccc2)C2CCS(=O)(=O)C2)c([N+](=O)[O-])n1 (stereo not drawn)
    -4%, 6, 608, 0.6%, -1%, 4%, 4%, 8%, 0%, -3.3%
38	COc1ccc(-n2cnnc2SCC(=O)Nc2cccnc2Cl)cc1
    0%, 10, 697, -1.9%, 33%, -1%, 0%, -10%, -1%, -4.8%
39	CCc1ccc(NC(=O)COc2cccc(-n3cnnn3)c2)cc1
    -7%, -5, 832, ., -5%, -2%, ., -2%, ., .
40	COc1ccccc1C(=O)Nc1ccc2c(c1)nc1n2CCSC1
    -5%, ., ., -7.7%, 19%, -1%, -1%, 10%, 11%, -3.8%
41	CCOC(=O)N1CCN(S(=O)(=O)c2ccc3c(c2)CCN3C(=O)CC)CC1
    -4%, -3, 765, -0.3%, 2%, -2%, -2%, 11%, 4%, -2.0%
42	CC(Oc1cccc(Cl)c1)C(=O)NCc1ccc(S(N)(=O)=O)cc1 (stereo not drawn)
    -12%, -18, 711, 0.1%, 20%, 1%, 1%, 15%, 1%, -10%
43	Cc1cc(C(=O)Cn2nc(C(=O)O)c3ccccc3c2=O)c(C)n1-c1cccc(C(F)(F)F)c1
    0%, 5, 685, ., 14%, -1%, ., 10%, ., .
44	O=C(CSc1nnc(-c2ccccc2Cl)o1)N1CCCCC1
    2%, 7, 676, ., 3%, 4%, 9%, -27%, 5%, -3.6%
45	O=C(c1cc2cc(F)ccc2[nH]1)N1CCc2ccccc21
    -6%, 5, 825, ., 22%, 0%, ., -67%, ., .
46	Cc1ccc2cc(S(=O)(=O)NCCCC(=O)O)ccc2c1
    -7%, 12, 778, 0.2%, 3%, 4%, 4%, 12%, 3%, -3.6%
47	COc1ccc(C(=O)NN(C)c2nc(-c3ccccc3)nnc2C(F)(F)F)cc1
    -5%, ., ., -1.7%, -6%, -2%, -7%, 18%, 6%, 2.2%
48	COc1ccc2c(C)c(C(=O)N3CCN(Cc4ccccc4)CC3)oc2c1
    -9%, 8, 891, ., 4%, -2%, ., 16%, ., .
49	O=C(c1cc2c(s1)CCCCC2)N1CCN(c2ncccn2)CC1
    8%, 0, 780, -3.9%, 17%, 1%, -10%, -20%, 4%, 1.3%
50	Cc1ccc(S(=O)(=O)n2nc(-c3ccco3)nc2N)cc1
    0%, -14, 657, -0.1%, 37%, 0%, -4%, -11%, 1%, -3.1%
51	OCC1(CCOc2ccccc2)CCN(Cc2nc3ccc(F)cc3[nH]2)CC1
    -3%, -3, 680, -1.9%, 6%, -1%, -2%, -16%, 1%, -2.7%
52	CC(C)N(C(=O)CSc1nc2c([nH]1)c(=O)n(C)c(=O)n2C)c1ccccc1
    -3%, 3, 691, 0.4%, 5%, 0%, 16%, -3%, 11%, -4.8%
53	CCCN1C2=NS(=O)(=O)CCN2c2ccccc21
    4%, -6, 748, -2.7%, 17%, -6%, -8%, -8%, 13%, -9.4%
54	Clc1cccc(CNCC2CCCO2)c1Cl (stereo not drawn)
    -6%, 14, 812, ., 3%, 0%, ., 4%, ., .
55	CCOC(=O)c1c(N)sc2c1CCCC2=O
    -2%, 12, 690, ., 1%, -1%, 37%, -14%, 11%, .
56	CC(C)Cn1c(=O)c2ccccc2n2c(CCC(=O)NC3CCN(Cc4ccccc4)CC3)nnc12
    -8%, 8, 685, ., 12%, -2%, ., 17%, ., .
57	CCn1cc(C(=O)N2CCN(c3ccccc3F)CC2)c(=O)c2ccc(C)nc21
    4%, 5, 752, 1.2%, -5%, 8%, 5%, -9%, 7%, -4.2%
58	Fc1ccc(COc2ccc(-c3nnco3)cc2)cc1
    -8%, 1, 711, ., -14%, 12%, 2%, -58%, 2%, .
59	COc1ccccc1Cn1[nH]nnc1=S
    -6%, 18, 728, ., -6%, 20%, 5%, 20%, 1%, .

A portion of the library, so the mix of outcomes need not match the whole.
